Source: PubChem BioAssay
Wnt act: Wnt/beta-catenin pathway activators, primary screen, cell-based, plate reader, single point. Wnt/beta-catenin reporter cell assay, activator. activation, % at 9.35 µM. hit rate 1.2% among 300,000. AID 743398, 2014; in the data active means activation above about 30%, passing the limit was not always enough; inconclusive means no clear call, values can overlap the other calls;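 further: 0% = neutral control wells and 100% = positive control wells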
dFosB activator: activators of delta FosB homodimer, primary screen, biochemical, fluorescence polarization, TAMRA-CDK5 oligo, single point | Protein FosB (Mus musculus), P13346 | purified delta FosB; percent of positive-control signal above neutral wells | activation, % at 25 µM | hit rate 0.99% among 340,000;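 active means mean activation above about 17%, with every replicate also reaching it, limit read from the data, passing the limit was not always enough; inconclusive means only one of the two conditions met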;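 further: fluorescence polarization rise as delta FosB binds a TAMRA Cdk5 AP-1 oligo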
RTF Ca sens act: cardiac RTF calcium sensitivity activators, primary screen, biochemical, IANBD-TnC fluorescence, EC20 calcium. Troponin I, cardiac muscle (Homo sapiens) + Troponin T, cardiac muscle (Homo sapiens) + …. IANBD-labeled TnC RTF fluorescence at EC20 calcium; 0% EC20 calcium, 100% full calcium. activation, % at 7.2 µM. hit rate 0.24% among 340,000;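 active means activation above the mean over all tested compounds plus 3 SD, cut at about 30% in these data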;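 further: rise in fluorescence read as greater calcium sensitivity of cardiac thin filaments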
Tat transport: E. coli Tat export inhibitors, primary screen, MC4100, TorA-mCherry reporter, fluorescence, single point; AID 488895, 2010; hit rate 0.036% among 340,000; inhibition, % at 10 µM;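 active means mean replicate inhibition at least 50% and at least half of replicates individually reaching 50%; inconclusive means only one of the two criteria met; inactive means neither criterion met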;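 further: exported cargo escapes ClpAP degradation while cytoplasmic cargo is degraded and loses fluorescence; 0% = median of neutral control wells and 100% = median of NaSCN control wells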
CAL PDZ FP-1: untagged CAL PDZ binding inhibitors, primary screen, biochemical, fluorescence polarization, HTS; Golgi-associated PDZ and coiled-coil motif-containing protein (Homo sapiens), Q9HD26; AID 602252, 2012; purified CAL PDZ, TMR-peptide fluorescence polarization, 1 h; hit rate 0.92% among 300,000; inhibition, % at 24.9 µM;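 active means mean inhibition of at least 30% with at least half of replicates also reaching 30%; inconclusive means no clear call, values can overlap the other calls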;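 further: 0% = DMSO neutral control and 100% = excess unlabeled competitor peptide PRC23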
CAL PDZ FP-2: CAL PDZ peptide-binding inhibitors, primary screen, biochemical, fluorescence polarization, Cer-tagged CAL PDZ, HTS | Golgi-associated PDZ and coiled-coil motif-containing protein (Homo sapiens), Q9HD26 | purified CAL PDZ, TMR-peptide fluorescence polarization, 1 h | inhibition, % at 20 µM | hit rate 0.02% among 330,000 | AID 504414, 2011;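 active means highest replicate inhibition of at least 40%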;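 further: plate controls were DMSO neutral control wells for no effect and unlabeled competitor peptide control wells for full effect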
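Test system: purified CerCALP PDZ construct; Compound dosing: one concentration, 20 µM compound; Also added: TMR-labelled reporter peptide T*-PRC34 bound in PDZ groove; Read-out: inhibition from polarization loss; Controls: unlabelled peptide and DMSO controls; Signal: FP readout, S and P plane fluorescence; Incubation: 1 h at RT.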
MITF TRPM1 HTS: activators of MITF-driven TRPM1 promoter reporter, primary screen, cell-based, SK-MEL-5, luciferase, single point; SK-MEL-5 TRPM1-promoter luciferase, 24 h; % of positive control, neutral wells = 0; activation, % at 12.5 µM; hit rate 0.75% among 300,000; AID 588334, 2011;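 active means mean activation of at least 80% with every replicate also reaching 80%; inconclusive means mean reaches 80% but some replicate falls short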;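 further: 0% = neutral control wells and 100% = parthenolide positive control wells; values of inactives mirror those of a sister screen read the other way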
CDK5 inh: inhibitors of human CDK5/p35 kinase, primary screen, biochemical, single concentration. Cyclin-dependent kinase 5 (Homo sapiens) + Cyclin-dependent kinase 5 activator 1 (Homo …. Recombinant CDK5/p35, ADP-Glo luminescence, 60 min. hit rate 0.01% among 330,000. inhibition, % at 10 µM;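 active means highest replicate inhibition of at least 50% and at least 75% of replicates reaching 50%; inconclusive means only one of the two criteria met; inactive means both criteria failed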;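 further: plate controls were DMSO neutral control for no effect and GW8510 at 10 µM for full effect; many of its hits are not listed in these tables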
Target sequence (Q00535 whole entry, looked up): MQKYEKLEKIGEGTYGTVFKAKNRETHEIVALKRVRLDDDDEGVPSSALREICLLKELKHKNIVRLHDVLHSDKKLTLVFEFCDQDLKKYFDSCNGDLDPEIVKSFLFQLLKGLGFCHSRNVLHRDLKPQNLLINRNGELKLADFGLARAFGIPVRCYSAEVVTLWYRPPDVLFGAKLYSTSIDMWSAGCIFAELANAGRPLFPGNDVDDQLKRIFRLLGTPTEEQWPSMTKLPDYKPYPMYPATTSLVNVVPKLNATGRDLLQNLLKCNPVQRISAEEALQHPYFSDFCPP
Target sequence (Q15078 whole entry, looked up): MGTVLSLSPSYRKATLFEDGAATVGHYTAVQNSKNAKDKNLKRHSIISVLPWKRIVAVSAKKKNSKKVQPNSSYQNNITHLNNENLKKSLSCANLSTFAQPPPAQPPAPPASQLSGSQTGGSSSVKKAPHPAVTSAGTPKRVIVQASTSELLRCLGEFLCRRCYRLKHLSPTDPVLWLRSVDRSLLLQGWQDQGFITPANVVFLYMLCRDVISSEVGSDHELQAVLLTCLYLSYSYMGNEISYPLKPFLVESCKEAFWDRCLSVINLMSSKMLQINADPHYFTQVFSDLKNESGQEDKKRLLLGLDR
V-ATPase pHluor: regulators of yeast V-ATPase proton pumping, primary screen, pHLuorin cytosolic pH fluorescence; hit rate 0.37% among 350,000; response, % at 10 µM; S. cerevisiae; AID 504577, 2011; in the data active means response mostly above about 7.3%, no sharp cut-off; inactive means mostly below about 5.4%; further: actives read high; inactives centre near 0; some compounds called inactive have numbers as strong as hits
Rtt109 Vps75: inhibitors of C. albicans Rtt109/Vps75 HAT, primary screen, biochemical, ThioGlo CoA-SH fluorescence, plate reader; purified Rtt109/Vps75, 4 h; inhibition, % at 34.9 µM; Histone acetyltransferase RTT109 (Candida albicans (strain SC5314 / ATCC MYA-2876)), …; hit rate 0.16% among 330,000;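 active means inhibition of at least 50% in every replicate; inconclusive means best replicate reaches 50% inhibition but some replicates fall short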
Target sequence (Q5AAJ8 whole entry, looked up): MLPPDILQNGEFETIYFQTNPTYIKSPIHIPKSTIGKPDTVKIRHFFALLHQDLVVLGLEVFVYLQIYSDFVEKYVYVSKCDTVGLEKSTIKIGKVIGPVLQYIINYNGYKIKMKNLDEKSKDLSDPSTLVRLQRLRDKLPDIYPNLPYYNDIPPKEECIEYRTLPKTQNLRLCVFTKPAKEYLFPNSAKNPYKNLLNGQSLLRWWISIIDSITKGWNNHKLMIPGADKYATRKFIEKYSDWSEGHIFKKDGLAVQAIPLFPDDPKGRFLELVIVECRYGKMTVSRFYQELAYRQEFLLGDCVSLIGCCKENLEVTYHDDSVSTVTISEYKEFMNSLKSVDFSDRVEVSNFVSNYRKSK
The depositor's hits bear a star; ? = inconclusive; . = not tested or not shown.

SMILES	Wnt act	dFosB activator	RTF Ca sens act	Tat transport	CAL PDZ FP-1	CAL PDZ FP-2	MITF TRPM1 HTS	CDK5 inh	V-ATPase pHluor	Rtt109 Vps75
O=C(c1ccccc1Br)N1CCCC(c2nc(-c3cccs3)no2)C1 (stereo unspecified)	2	-7	1	1	.	-0.1	31	0.0	2	-5
Cc1ccc(N2CC(C(=O)Nc3nnc(SCC(=O)NCC4CCCO4)s3)CC2=O)cc1C (stereo unspecified)	-2	-11	-3	-6	-6	0.4	1	-0.8	2	4
O=C(CNS(=O)(=O)c1c(F)cccc1F)NC1CCCc2ccccc21 (stereo unspecified)	-6	-10	-5	-6	-2	-1.3	-17	-1.3	2	-3
O=C(Nc1ccccn1)c1ccc2c(c1)OCCO2	14	-5	3	5	4	-0.5	52	3.9	-1	-11
Cc1cc(N2CCOCC2)nc2ccc(NC(=O)CCC(=O)N3CCC(C)CC3)cc12	.	2	2	-2	.	0.0	33	1.1	2	-25
Cc1ccc(Nc2c([N+](=O)[O-])c(=O)n(C)c3ccccc23)cc1C	-2	-5	-6	-8	2	-2.5	-15	0.1	-7	1
Cc1ccccc1NC(=S)N(Cc1cccnc1)Cc1ccccc1Cl	-1	-10	6	6	-3	-0.6	-3	0.3	0	2
COc1ccc([N+](=O)[O-])cc1NC(=O)CCS(=O)(=O)c1ccc(Br)cc1	0	-5	-4	-8	-3	1.0	-10	-1.2	-4	-1
Cc1cccc(C)c1Nc1nnc(SCC(=O)Nc2ncc(C(F)(F)F)cc2Cl)s1	-6	1	5	3	-5	0.9	11	-1.0	-10	13
CCOC(=O)c1c(C)[nH]c(C=C2C(=O)CCCC2=O)c1O	.	-1	2	-6	-2	-0.3	-2	-1.1	-4	5
CCNc1ccc(S(N)(=O)=O)cc1[N+](=O)[O-]	-1	3	1	8	.	-1.2	3	-0.4	3	-6
c1ccc(-c2noc(C34CC5CC(CC(C5)C3)C4)n2)cc1	.	-1	7	0	-4	0.0	17	0.1	-3	-4
O=C(N/N=C/c1ccc[nH]1)c1ccc([N+](=O)[O-])cc1	3	3	-2	-1	0	-0.2	-4	-0.9	1	-5
COc1ccc(SCCCn2c(=O)c3c(ncn3C)n(C)c2=O)cc1	-1	5	-4	-1	-10	-2.8	-8	0.4	-2	-3
O=C(Nc1ccc(C(=O)N2CCCCC2)cc1)c1ccc(Br)cc1	.	1	-1	-3	-3	-0.5	8	0.1	-1	6
COc1ccc(-c2csc(Nc3ccc(S(=O)(=O)Nc4cc(OC)nc(OC)n4)cc3)n2)cc1	.	-11	-4	-6	-2	-0.2	10	-0.4	-1	24
Cc1ccc(-c2nc(CS(=O)(=O)CC(=O)NC3CC3)c(C)o2)cc1	1	4	-1	-8	-7	-1.5	-14	-1.6	-4	-3
CCOc1ccc(S(=O)(=O)NCCC2=CCCCC2)c2ccccc12	.	2	-2	-1	.	-2.7	-10	-1.8	2	1
Cc1ccc(NC(=S)NCCN2CCOCC2)cc1F	2	1	2	4	-5	-0.8	6	-0.3	0	8
CCOc1ccc(CCNC(=O)COC(=O)/C=C/c2ccc(C)o2)cc1OCC	-1	-5	1	4	1	-1.2	-2	-0.1	-3	8
COc1ccc(Br)cc1/C=N/Nc1ccc(Cl)c(C(=O)O)c1	-1	-6	2	2	-4	0.6	10	-0.1	-1	9
CCN(CC)CCn1c(=N)n(CCOc2ccccc2)c2ccccc21	.	-16	-2	2	0	-2.3	-44	-0.6	-3	-4
Cc1ccc2c(c1)c1c3n2CCN(C=O)C3CCC1 (stereo unspecified)	0	-2	-4	-4	.	-1.8	.	-1.5	-2	-7
c1ccc(-n2nnnc2SCc2cn3cccnc3n2)cc1	.	4	3	15	.	-3.2	6	4.3	4	-1
COC(=O)c1c(NC(=O)c2ccco2)sc2c1C(C(=O)OC)CC2 (stereo unspecified)	.	-4	-4	-3	1	-1.5	12	-0.1	-3	8
O=C(O)c1ccc2c(=O)n3c(nc2c1)/C(=C/c1ccc(OC(F)F)cc1OC(F)F)CC3	-1	-24	-5	-5	-3	-3.4	12	0.7	4	-3
CC(NS(=O)(=O)c1ccc(OCC(=O)N2CCOCC2)c(Cl)c1)c1ccccc1 (stereo unspecified)	-1	0	-2	-5	1	-0.9	0	0.7	-1	-6
O=C1CN(C(=O)OCc2ccccc2)c2ccccc2N1	22	-1	-4	2	-4	-0.1	58	0.4	2	1
Cc1cccc(NC(=O)c2cccc(NC3=NC4CS(=O)(=O)CC4S3)c2)c1 (stereo unspecified)	11	-7	-4	-3	.	-0.8	.	0.0	7	-8
CCN(CC)S(=O)(=O)c1ccc(NC(=O)COC(=O)c2ccc(-n3nc(C)cc3C)cc2)cc1	-4	-18	6	13	25	-3.2	1	-0.6	2	-14
CC(C)c1cc(NCCN2CCOCC2)n2c(nc3ccccc32)c1C#N	2	-11	-4	-6	-4	-0.8	-1	-0.9	4	-2
O=C(CNC(=O)c1ccc(Cl)cc1Cl)OCc1nc2ccccc2s1	-2	-3	-3	-2	-5	-0.4	2	1.6	1	-11
Cc1ccc(NC(=O)C2CCN(S(=O)(=O)c3ccc4[nH]c(=O)oc4c3)CC2)cc1F	1	8	3	10	-4	-2.1	5	-0.3	-3	-1
Cc1ccc(N(CC(=O)NC2CCCCC2)C(=O)CNC(=O)c2ccco2)c(C)c1	0	-16	1	-1	-6	-4.6	12	0.0	-2	-1
Cc1cc(Cl)ccc1OC(C)C(=O)Nc1ccc(C(=O)Nc2ccccc2C(=O)O)cc1 (stereo unspecified)	-1	-17	-6	5	3	-4.1	-11	-1.3	-2	-4
CCCOc1ccc(N2C(=O)CC(N3CCN(c4ccccc4OC)CC3)C2=O)cc1 (stereo unspecified)	0	-3	-1	-1	0	-0.4	-4	1.4	0	-12
OCCc1ccc(-c2ccc(Cl)cc2)o1	1	1	-3	2	-6	-1.1	54	0.1	-4	-3
CCN(CC(=O)Nc1c(F)cccc1F)C(=O)CNC(=O)C1CCCCC1	-3	1	9	1	-1	0.6	-7	-0.2	1	2
COC(=O)/C(=C1/Oc2cc(C)oc(=O)c2S1)C(F)(F)F	-11	1	1	-5	.	-0.2	-90	0.3	4	3
Cc1nc2ccc(S(=O)(=O)N(C)CC(=O)N3CCc4ccccc4C3)cc2s1	.	-5	1	-5	-1	0.0	1	1.0	2	-5
CCOC(=O)CNC(=O)C1CCC(CNS(=O)(=O)c2cccc3nsnc23)CC1 (stereo unspecified)	-1	-4	3	-8	-1	-1.3	6	-0.9	2	9
Cn1cc(Cl)c(C(=O)OCC(=O)Nc2ccc(S(N)(=O)=O)cc2)n1	-2	-2	0	7	-2	-2.4	13	2.4	9	3
Cc1csc2ncc(C(=O)NC(C)c3ccccc3)c(=O)n12 (stereo unspecified)	-19	-8	3	-12	.	-1.3	.	-1.9	-1	0
Cc1ccc(NC(=O)CSc2nnc(Cn3c(=O)sc4ccccc43)n2C)cc1	-2	1	2	-4	0	0.0	-5	3.3	0	5
CC(=O)c1c(C)n([O-])c2cc(C)ccc2[n+]1=O	.	-5	10	-3	-4	-0.4	-1	0.7	.	-6
Cc1cc(C)nc(NS(=O)(=O)c2ccc(NC(=O)C3CC3)cc2)n1	-2	6	-4	-6	1	-2.6	1	1.9	3	13
Cc1ccc(CC(=O)NNC(=O)c2ccncc2)cc1C	-2	-1	3	-11	-1	-0.5	-5	2.8	-1	8
CS(=O)(=O)c1nc(-c2ccc(Br)cc2)n[nH]1	-4	-4	2	-20	-4	-0.9	-3	2.7	0	4
CSc1ccc(Cl)c(C(=O)Nc2ccc(C)cn2)c1	2	-5	-6	3	-4	-4.2	-4	0.1	6	0
COC(=O)CC/C(=N/Nc1ccc(Cl)c(Cl)c1)C(=O)OC	0	5	2	0	-5	-3.0	21	0.5	-4	3
CCN1CCN(S(=O)(=O)c2ccc(Cl)c(C(=O)Nc3ccccc3N3CCCCC3)c2)CC1	-11	-5	2	-4	.	0.2	-8	-2.5	-2	-3
Cc1ccc(NC(=O)C(C)c2cccc(C(=O)c3ccccc3)c2)cc1 (stereo unspecified)	-8	0	0	4	6	-2.1	-6	0.9	-4	-9
CN(C)Cc1nc2c(c(=O)[nH]1)C(C)(C)Cc1ccccc1-2	.	0	1	2	-4	-0.6	2	0.2	1	-4
COc1ccccc1C(=O)NC(=O)COC(=O)c1ccc([N+](=O)[O-])cc1Cl	2	4	-4	-3	8	-2.8	4	-1.1	1	-2
Cc1[nH]nc2nc(SCC(=O)NCC3CCCO3)n(-c3ccc(Br)cc3)c(=N)c12 (stereo unspecified)	.	-25	2	0	.	-3.5	-3	1.0	0	-4
NS(=O)(=O)c1cccc(NC(=O)COC(=O)CSCc2ccccc2)c1	-3	-5	2	-1	-2	-2.8	1	-10	-1	1
Cc1ccc(C(=O)Nc2nc3ccccc3n3nnnc23)cc1	.	-10	13	2	.	-0.8	7	-1.1	0	-5
Cc1ccc(C(=O)NCCSc2snnc2C)cc1	5	4	-5	-7	1	0.3	40	-0.4	0	4
O=C(Cc1ccccc1)NNC(=S)NC(=O)c1cccnc1	-1	-9	.	-5	.	-1.1	.	2.3	2	-3
Cc1ccc(C)c2nc3sc(C(=O)O)cc3cc12	2	-19	.	4	-3	-0.8	4	-0.3	0	-7
The results go on:
SMILES	Wnt act	dFosB activator	RTF Ca sens act	Tat transport	CAL PDZ FP-1	CAL PDZ FP-2	MITF TRPM1 HTS	CDK5 inh	V-ATPase pHluor	Rtt109 Vps75
Cc1cccc(C(=O)Nc2nnc(SCC(=O)NC3CC3)s2)c1	9	12	-4	0	-9	-0.3	28	0.8	-5	-7
O=C1C(O)=C(O)C(=O)c2ccccc21	-1	-1	-7	4	-4	1.9	-35	4.0	1	20
CCOc1cc(C(=O)Nc2ccccc2F)cc(Br)c1OCC	-5	-7	-1	-9	-2	-3.2	-1	-1.2	2	3
COc1ccc(S(=O)(=O)Nc2ccccc2C(=O)N2CCOCC2)cc1C	0	0	1	-8	1	-1.3	0	-9.0	-2	-19
Cc1cc(NC(=S)NC(=O)C2CC2)ccc1Br	?	3	-5	-1	-7	-0.9	32	-0.4	-2	2
CCCc1nc(-c2ccccc2O)n(-c2ccccc2)n1	-2	3	-6	-8	-1	-1.5	-2	-1.5	-1	-2
